# Sm TGR inh: blocks Schistosoma mansoni thioredoxin glutathione reductase | Q962Y6 | purified TGR, DTNB reduction, TNB absorbance 405 nm | Potency, µM (doses to about 114 µM), for the others: at the top dose activity change, negative = inhibition, hits mostly inhibitors | hit rate 3% among 360,000 | AID 485364; also: potency is read from the fitted curve at half-maximal effect; % is scaled to controls: 0 for no effect and ±100 for the full control effect; nearly all actives have a fitted effect of over 60% in size
#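 Kinetic colorimetric format: TGR-catalysed, NADPH-driven DTNB reduction monitored via TNB absorbance. Enzyme dispensed at 20 nM; compound exposure 15 min at room temperature before reaction start.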
# Cycloheximide cs: counter-screen hit for Shiga toxin inhibitors, cycloheximide. cell reporter, cycloheximide protein synthesis inhibition counterscreen. max response, %. hit rate 12% among 300,000. AID 2314; in the data active = max response mostly above about 13%, no sharp cut-off; inactive = mostly below about 14%; also: read at 38.3 µM for the half of the compounds with a filed dose; 0% is about no effect
# Giardia FBPA inh: blocks Giardia fructose-bisphosphate aldolase activity; A8B2U2; Potency, µM (doses to about 59.6 µM), for inactives: at the top dose activity, negative = inhibition, usual class: inhibitors; purified Giardia FBPA; hit rate 0.71% among 290,000; also: potency is read from the fitted curve at half-maximal effect; % is scaled to controls: 0 for no effect and ±100 for the full control effect; nearly all actives have a fitted effect of over 55% in size
# Target sequence (A8B2U2 whole entry, looked up): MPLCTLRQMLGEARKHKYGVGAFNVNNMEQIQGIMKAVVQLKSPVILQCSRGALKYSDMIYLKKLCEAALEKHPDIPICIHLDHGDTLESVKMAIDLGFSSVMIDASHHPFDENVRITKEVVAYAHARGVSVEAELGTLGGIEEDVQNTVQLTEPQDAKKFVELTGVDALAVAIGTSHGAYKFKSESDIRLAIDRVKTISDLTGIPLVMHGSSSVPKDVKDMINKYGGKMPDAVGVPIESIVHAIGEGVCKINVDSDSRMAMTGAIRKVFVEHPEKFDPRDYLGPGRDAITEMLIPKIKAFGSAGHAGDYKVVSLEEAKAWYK
#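 Giardia FBPA (40 nM reagent) was preincubated 10 min at RT with compound (up to 57.5 uM final), then substrate plus GAPDH/TPI/NAD/arsenate coupling system with diaphorase/resazurin was added; resorufin fluorescence (525/598 nm) was read after 20 min.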
# Shiga toxin inh: Shiga toxin inhibition. Vero cells, Shiga toxin protein synthesis inhibition reporter. inhibition, % at 38.7 µM. hit rate 9.2% among 290,000. AID 2315; in the data active = inhibition mostly above about 28%, no sharp cut-off; inactive = mostly below about 43%; also: 0% is about no effect
# Pf growth 96h: P. falciparum growth inhibition at 96 hours; AID 504834; Potency, µM (doses to about 28.7 µM), inactives show at the top dose activity change, negative = inhibition, hits mostly inhibitors; P. falciparum luciferase reporter growth, 96 h; hit rate 6.9% among 320,000; also: potency is read from the fitted curve at half-maximal effect; % is scaled to controls: 0 for no effect and ±100 for the full control effect
#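 Luminescence readout: decreased luciferase signal marks inhibited growth of reporter-expressing P. falciparum in infected red cells (2% hematocrit, 0.05% parasitemia final), exposed to compound two generations (96 h, 37 C, 5% CO2).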
# Pf growth 48h: inhibits P. falciparum growth in the first generation, 48 h; AID 504832; hit rate 5.9% among 310,000; P. falciparum luciferase growth in erythrocytes, 48 h; Potency, µM (series often up to 28.7 µM), for inactives: at the highest dose activity change, negative = inhibition, usual class: inhibitors; also: potency is read from the fitted curve at half-maximal effect; % is scaled to controls: 0 for no effect and ±100 for the full control effect
#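 Luminescence readout; reporter = integrated firefly luciferase in P. falciparum. RBC culture at 2% hematocrit, 0.1% parasitemia final, 37 C/5% CO2; decreased signal taken as growth inhibition.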
# An asterisk follows results filed as active; u = inconclusive; x = not tested or not shown; [ ] = another dose, or the depositor's remark. Unless noted, calls follow the shape of the dose curve; as a rule, active = well fitted curve in the direction sought with a large enough effect; inconclusive = small, poorly fitted or top-dose-only effect, or another doubt; inactive = no such curve, though single readings can be large; an effect the other way counts as inactive or inconclusive.
entry	mol	Sm TGR inh	Cycloheximide cs	Giardia FBPA inh
1	COc1ccc(S(=O)(=O)NC2CC2)cc1Br	-9%	-2	10%
2	Nc1ccccc1C(=O)NNC1=C(C(=O)C(F)(F)F)CCC1	14%	46*	5%
3	O=C(CSc1nc(COc2ccccc2)nc2ccccc12)NC1CCCC1	-4%	-3	-5%
4	COc1ccc(NC(=O)Cn2cnc3sc(C)c(S(=O)(=O)N4CCOCC4)c3c2=O)c(OC)c1	2%	-2	4%
5	COc1cc(C(=O)NCc2nnc(SCC(=O)N3CCOCC3)o2)cc(OC)c1OC	10%	-4	1%
6	COc1ccc(S(=O)(=O)N2CCOCC2)cc1NC(=O)C1COc2ccccc2O1 (stereo not drawn)	-1%	x	x
7	CN(C)C(=O)CSc1nnc(Cc2ccc3c(c2)OCO3)o1	x	16	1%
8	O=C(NCCO)C(=O)NCC1OCCCN1S(=O)(=O)c1cc(F)ccc1F (stereo not drawn)	-15%	-3	x

entry	Shiga toxin inh	Pf growth 96h	Pf growth 48h
1	-15	-17%	2%
2	95*	59%[activator]	u
3	2	u	30%[activator]
4	-9	u	2%
5	-16	38%[activator]	8%
6	x	6%	3%
7	34	25%	33%[activator]
8	-15	17%	10%

# More compounds follow:
entry	mol	Sm TGR inh	Cycloheximide cs	Giardia FBPA inh
9	O=[N+]([O-])c1ccc(Cl)c(-c2ccc(/C=N/n3cnnc3)o2)c1	-6%	-2	-6%
10	CCN1CCN(C(=O)C(C)Nc2ccc(OC)cc2OC)CC1 (stereo not drawn)	0%	-2	u
11	O=C(Nc1n[nH]c(=S)s1)c1ccc2ccccc2c1	-4%	34*	x
12	COc1ccc(/C(C)=N/Nc2nc3ccccc3nc2C)cc1OC	0%	34*	1%
13	COC(=O)c1scc(C)c1-n1ccc(C(=O)C(=O)N(C)C)c1	-7%	-4	0%
14	CCOCCCn1c(=S)[nH]c2cc(C(=O)N3CCN(C)CC3)ccc2c1=O	7%	-5	-3%
15	O=C(CSc1nnc(-c2ccco2)n1CC1CCCO1)c1ccccc1 (stereo not drawn)	25µM*	8	-12%
16	CCCCCCCC/C=C\CCCCCCCCCCCC(=O)O	x	4	10%

entry	Shiga toxin inh	Pf growth 96h	Pf growth 48h
9	-2	48%[activator]	3%
10	1	0%	u
11	69*	214%[activator]	156%[activator]
12	57*	u	11%
13	-5	11%	-25%
14	-14	x	-1%
15	22	u	15%
16	-7	x	x

# Later entries
entry	mol	Sm TGR inh	Cycloheximide cs	Giardia FBPA inh
17	CCN(CC)S(=O)(=O)c1ccc(-c2nnc(SCC(=O)c3ccc(OC)cc3)o2)cc1	4%	-4	8%
18	COc1ccc(-c2cc(C(=O)N3CCc4ccccc4C3)no2)cc1OC	13%	-3	0%
19	COc1ccc2nc(NC(=O)Cc3cccs3)sc2c1	7%	51*	-6%
20	CCc1ccc(N2C(=O)C(Cl)=C(Nc3ccc(C(=O)N4CCCC4)cc3)C2=O)cc1	-8%	x	x
21	COC(=O)c1ccccc1S(=O)(=O)NNC(=O)c1ccccc1-n1cccc1	u	1	-14%
22	CCOC(=O)C1CCN(C(=O)Nc2ccc3nc(C)c(C)nc3c2)CC1	9%	7	-6%
23	CCC(=O)OCC(=O)Nc1cc(S(=O)(=O)N(C)C)ccc1Cl	9%	1	8%
24	CN1CC(=O)NC1=NC(=O)c1cc(F)c(F)cc1Cl	-8%	5	-16%

entry	Shiga toxin inh	Pf growth 96h	Pf growth 48h
17	-26	4%	-1%
18	-3	u	-10%
19	152*	x	151%[activator]
20	x	7%	4%
21	-8	u	-22%
22	-13	u	1%
23	-9	0%	7%
24	-1	33%[activator]	14%

# Continued:
entry	mol	Sm TGR inh	Cycloheximide cs	Giardia FBPA inh
25	Cc1ccc(S(=O)(=O)N2CCC3(CC2)OCCO3)c(C)c1	-15%	-3	x
26	Cc1ccc2nc(-c3ccsc3)c(NC3CCCC3)n2c1	7%	29	-4%
27	COc1ccc(N(CC(=O)N2CCN(c3ccc(Cl)cc3)CC2)S(=O)(=O)c2c(C)n[nH]c2C)cc1	-2%	-4	-3%
28	COCCNC(=S)N(CCc1c(C)[nH]c2ccc(F)cc12)Cc1cccnc1	-15%	6	-1%
29	COc1cc(CC(NC(C)=O)C(=O)NC2CCN(C(=O)Nc3ccccc3C)CC2)cc(OC)c1 (stereo not drawn)	5%	-2	x
30	CSc1ncccc1-c1nc2ccccc2[nH]1	3%	28*	-3%
31	c1ccc(Cn2nnc3c(N4CCCCCC4)ncnc32)cc1	-8%	0	1%
32	COc1ccc(NC(=O)C2CC(=O)N(c3cccc(C)c3C)C2)cc1 (stereo not drawn)	7%	-2	-7%

entry	Shiga toxin inh	Pf growth 96h	Pf growth 48h
25	20	49%[activator]	0%
26	51*	21%	57%[activator]
27	26	-71%	u
28	7	7%	u
29	38	1.7µM*	14%
30	51	36%[activator]	x
31	11	u	u
32	-12	u	0%

# The list goes on.
entry	mol	Sm TGR inh	Cycloheximide cs	Giardia FBPA inh
33	COc1ccccc1C(=O)NCCC(=O)Nc1ccc(S(=O)(=O)N2CCC(C)CC2)cc1	2%	x	x
34	O=C1Nc2cccnc2Sc2ccccc21	3%	3	-22%
35	Cc1onc(-c2ccccc2)c1C(=O)Nc1sccc1C#N	-15%	-3	-2%
36	Cc1cc(=O)n2[nH]c(-c3ccco3)nc2n1	0%	-3	-23%
37	CCc1cc(=O)oc2cc(OCC(=O)NCc3ccccn3)ccc12	-1%	-2	x
38	COc1ccc(C2C(C#N)=C(C)NC3=C2S(=O)(=O)c2ccccc23)cc1 (stereo not drawn)	10%	-2	-28%
39	O=C(c1ccco1)c1cn(CC(=O)N2CCCC2)c2ccccc12	-3%	6	-2%
40	CC1=NN(c2ccccc2)C(=O)/C1=C/c1c(O)[nH]c(=S)[nH]c1=O	8.9µM*	5	-17%

entry	Shiga toxin inh	Pf growth 96h	Pf growth 48h
33	x	u	u
34	30	u	39%[activator]
35	30	22%	-19%
36	-19	34%[activator]	x
37	-11	u	19%
38	3	-22%	u
39	16	14%	-10%
40	53	45%[activator]	6%

# Some entries already given, reduced to Shiga toxin inh, Pf growth 48h and Pf growth 96h.
nr	mol	Shiga toxin inh	Pf growth 48h	Pf growth 96h
36	Cc1cc(=O)n2[nH]c(-c3ccco3)nc2n1	-19	x	34%[activator]
37	CCc1cc(=O)oc2cc(OCC(=O)NCc3ccccn3)ccc12	-11	19%	u
38	COc1ccc(C2C(C#N)=C(C)NC3=C2S(=O)(=O)c2ccccc23)cc1 (stereo not drawn)	3	u	-22%

# Next entries follow:
entry	mol	Sm TGR inh	Cycloheximide cs	Giardia FBPA inh
41	CC(OC(=O)C1CC=CCC1C(N)=O)C(Cl)=C(Cl)Cl (stereo not drawn)	-21%	-2	-15%
42	O=C(Nc1ccc(S(=O)(=O)N2CCOCC2)cc1)c1cccc(Br)c1	12%	-1	-9%
43	Cc1nn(C2CCS(=O)(=O)C2)c(C)c1CN(C)C(=O)c1ccccc1 (stereo not drawn)	-13%	x	x
44	O=[N+]([O-])c1cccnc1N1CCC(c2cc(-c3ccc(Cl)cc3)n[nH]2)CC1	10%	20	-8%
45	O=C(COC(=O)Cc1n[nH]c(=O)c2ccccc12)NNC(=O)c1ccc(Cl)cc1	-2%	x	x
46	N=c1c2c3c(sc2ncn1CCN1CCOCC1)CCCCC3	-1%	-3	4%
47	CC(C)(C)c1ccc(/C=N/NC(=O)C[n+]2ccccc2)cc1	11%	7	-13%
48	COc1ccc(-c2ccc(=O)n(CC(=O)NCC3COCCO3)n2)cc1 (stereo not drawn)	-7%	x	x

entry	Shiga toxin inh	Pf growth 96h	Pf growth 48h
41	-5	12%	-6%
42	-2	-12%	-18%
43	x	-20%	-8%
44	52	u	x
45	x	2%	0%
46	-10	u	-15%
47	12	-19%	u
48	x	u	-25%

# Carrying on.
entry	mol	Sm TGR inh	Cycloheximide cs	Giardia FBPA inh
49	CC(=O)OCC(NC(=O)C(Cc1ccccc1)NC(=O)OC(C)(C)C)C1OC(n2cc(C)c(=O)[nH]c2=O)C(OC(C)=O)C1OC(C)=O (stereo not drawn)	x	11	4%
50	O=C(Cn1ncc2c(=O)oc3ccccc3c21)N1CCCN(Cc2ccccc2F)C1	-5%	-1	3%
51	CCOC(=O)N1CCC(NS(=O)(=O)c2ccc(C)cc2)CC1	14%	1	6%
52	O=C(CN1CCN(S(=O)(=O)c2ccc(Cl)cc2)CC1)Nc1ccc(N2CCOCC2)cc1	-9%	-1	0%
53	CCOC(=O)c1oc2ccccc2c1NC(=O)C1CCCCC1	0%	-1	9%
54	COc1cccc(-c2ccc(C#N)c(SCC(=O)NCCc3cccc(Cl)c3)n2)c1	1%	1	0%
55	CCOc1ccc(NC(=O)CC2C(=O)N(CC)C(=S)N2CCN2CCOCC2)cc1 (stereo not drawn)	-5%	-5	5%
56	CSc1ccc(/C=N/N2CCN(Cc3ccccc3Cl)CC2)cc1	3%	17*	-4%

entry	Shiga toxin inh	Pf growth 96h	Pf growth 48h
49	-14	x	x
50	-11	u	31%[activator]
51	-6	u	8%
52	-3	-15%	-16%
53	-9	u	11%
54	-4	-9%	u
55	-8	-6%	u
56	29	215%[activator]	-5%

# (cont.)
entry	mol	Sm TGR inh	Cycloheximide cs	Giardia FBPA inh
57	COc1ccc2[nH]c(=O)c(CN(Cc3cccnc3)C(=O)Nc3ccccc3)cc2c1	0%	14	4%
58	O=C1C(=O)N(CCN2CCOCC2)C(c2ccncc2)/C1=C(/O)c1ccc2c(c1)OCO2 (stereo not drawn)	u	-2	-1%
59	O=C(CCNC(=O)C1CCN(S(=O)(=O)c2ccc(F)cc2)CC1)Nc1ccccc1	10%	1	x
60	O=C(COC(=O)c1cccc(S(=O)(=O)N2CCCC2)c1)NCc1ccccc1	10%	6	1%
61	CCn1c(C(C)C)n[nH]c1=S	-6%	-3	-29%
62	CCOC(=O)c1cc(C)nc(Sc2ccc(C)cc2)c1C#N	-2%	8	7%
63	O=C(Cc1ccc(S(=O)(=O)N2CCOCC2)s1)Nc1cc(C(F)(F)F)cc(C(F)(F)F)c1	2%	x	x
64	Cc1ccc(-c2nnc(-c3cccc(Br)c3)o2)cc1	4%	26*	0%

entry	Shiga toxin inh	Pf growth 96h	Pf growth 48h
57	-8	u	u
58	22	8.3µM*	5%
59	13	-5%	11%
60	-24	u	13%
61	-12	u	3%
62	40	-10%	-20%
63	x	u	u
64	42*	-5%	218%[activator]

# (more compounds)
entry	mol	Sm TGR inh	Cycloheximide cs	Giardia FBPA inh
65	COc1cccc(-n2c(COc3ccccc3C)nnc2SCC(=O)O)c1	6%	-2	23%
66	C/C(=N\NC(=O)c1ccc(CSc2cccc3cccnc23)cc1)C1CCCCC1	-3%	8	-21%
67	CCCCNC(=O)Nc1ccc(C(O)(C(=O)OCC)C(F)(F)F)cc1 (stereo not drawn)	-2%	6	-1%
68	COCCn1c(CN(C)Cc2ccccc2)nc2c1c(=O)n(C)c(=O)n2C	-28%	-6	1%
69	Cc1ccccc1C(OCCN(C(C)C)C(C)C)c1ccccc1 (stereo not drawn)	-17%	-2	-19%
70	CC(=O)c1cccc(CN2CCCC(CCC(=O)NCc3ccc(F)c(F)c3)C2)c1 (stereo not drawn)	0%	-6	0%
71	Cc1ccc(S(=O)(=O)N2CC(O)C[C@H]2C(=O)OCC(=O)Nc2ccc(N3CCCCC3)cc2)cc1C (stereo partly drawn)	-13%	x	x
72	COc1ccc(C2C(C(C)=O)=C(O)C(=O)N2c2ccc(F)cc2)cc1 (stereo not drawn)	5%	-2	-8%
73	COc1cc(Cn2ccnc2)c(OC)cc1Cn1ccnc1	5%	-4	1%
74	CCOC(=O)CSc1nc(C)c2ccccc2n1	-16%	11*	-2%

entry	Shiga toxin inh	Pf growth 96h	Pf growth 48h
65	-4	x	18%
66	37	-8%	10%
67	14	-12%	u
68	-20	5.9µM*	x
69	3	u	u
70	3	u	u
71	x	26%	62%[activator]
72	-7	u	-3%
73	-27	u	9.3µM*
74	67	x	14%
